High-throughput results (PubChem BioAssay)
PhoP inhibition: PhoP-dependent GFP reporter repression – Salmonella Typhimurium, primary screen (AID 1863); S. Typhimurium PhoP-regulated promoter GFP reporter, 4 h; higher % means a stronger effect; inhibition, % at 50 µM; hits with a dose series show IC50 in µM; 300,000 compounds, 0.16% hits;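 active means inhibition over 29.93%, a cutoff 3 SD above the screen mean, later confirmed by dose response; inconclusive means inhibition over 29.93% but no dose response follow-up; inactive means inhibition at most 29.93% or unconfirmed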;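 further: 0% = low Mg2+ inducing control and 100% = high Mg2+ repressing control; strong numbers were not always called active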
Large T inhibition: SV40 large T antigen inhibitors, biochemical (AID 1903) | SV40 large T antigen ATPase/helicase inhibition assay; higher % means a stronger effect | inhibition, % at 20 µM; hits with a dose series show IC50 in µM | 310,000 compounds, 0.39% hits; in the data active means a potency from the dose series; inconclusive means inhibition mostly from about 32% at the one dose, without a potency; inactive means the rest, 99 in 100 with inhibition below about 32%; further: strong numbers were not always called active
MgcRacGAP inhibition: MgcRacGAP GTPase-activating activity inhibitors, confirmation, biochemical, ADP Hunter fluorescence; AID 624330; one-dose inhibition, % at 30 µM; IC50 in µM for titrated hits; 340,000 compounds, 0.6% hits; MgcRacGAP-stimulated Rac1 GTP hydrolysis, ADP Hunter fluorescence; higher % means a stronger effect; GST-tagged Rac1 F28L mutant substrate;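 active means first-screen hits whose inhibition reached a set limit at any dose in the follow-up dose series; inconclusive means inhibition above the set first-screen limit but never retested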;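 further: fluorescence reports GDP produced by GAP-driven GTP hydrolysis; strong numbers were not always called active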
T cell modulator: T cell immune modulation candidate; 2C CD8+ T cell-vesicle binding, flow cytometry; active compounds read low; calls only at 7 µM; AID 2052; 330,000 compounds, 0.068% hits;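 active means response, share of CD8 T cells binding vesicles, and their 90th percentile fluorescence all below set limits, cut at about 80% in these data, passing the limit was not always enough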
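Material: murine 2C transgenic CD8+ T lymphocytes / Also added: QL9-peptide-loaded Drosophila micro-vesicles bearing Ld, ICAM-1 and B7-1 / Schedule: binding step 1.5 h, 37 °C, antibody labelling 20 min, ice / Signal: flow cytometry, PE anti-B7-1 (FL2) versus Alexa647 anti-CD8 (FL8), PFA-fixed / Evaluation: percent CD8+ FL2 mean versus row control / Benchmarks: naked versus QL9-loaded vesicles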
West Nile antiviral: inhibition of WNV-induced cytopathic effect – cell-based, CPE readout (AID 1621). 290,000 compounds, 0.02% hits. one-dose CPE inhibition, % at 10 µM; IC50 in µM for titrated hits. West Nile virus-infected cells, CPE inhibition; higher % means a stronger effect; in the data active means a potency from the dose series; inconclusive means CPE inhibition mostly from about 3.7% at the one dose, without a potency; inactive means the rest, 99 in 100 with CPE inhibition below about 2.2%; further: strong numbers were not always called active
NTR1 agonist: NTR1-driven beta-arrestin-GFP spot formation – imaging, U2OS cells, high content, primary screen (AID 493036); P30989; agonist mode; activation, % at 20 µM; 330,000 compounds, 0.17% hits;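 active means activation at or above 40% of the spot to cytoplasm intensity ratio, with at least 20 cells analyzed; inconclusive means wells under 20 cells, flagged as cytotoxic or low count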;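 further: 0% = DMSO without peptide and 100% = 100 nM NTR1 peptide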
Target sequence (P30989 whole entry, looked up): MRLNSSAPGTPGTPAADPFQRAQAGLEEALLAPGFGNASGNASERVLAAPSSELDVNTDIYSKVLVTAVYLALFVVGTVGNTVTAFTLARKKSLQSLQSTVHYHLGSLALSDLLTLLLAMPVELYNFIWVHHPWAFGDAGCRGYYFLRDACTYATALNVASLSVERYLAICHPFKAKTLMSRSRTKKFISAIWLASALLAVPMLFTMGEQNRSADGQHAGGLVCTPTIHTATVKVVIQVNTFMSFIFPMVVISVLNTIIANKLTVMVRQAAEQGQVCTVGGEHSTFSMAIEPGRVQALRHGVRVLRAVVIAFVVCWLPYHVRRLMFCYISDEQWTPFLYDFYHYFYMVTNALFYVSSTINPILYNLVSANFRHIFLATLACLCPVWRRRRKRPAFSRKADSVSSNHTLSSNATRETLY
K1F lysis inhibition: inhibition of K1F phage lysis, E. coli UTI89, bacterial capsule biogenesis inhibitors, alamar blue (AID 488966). E. coli UTI89 K1F phage lysis, alamar blue, 2 h; higher % means a stronger effect. inhibition, % at 100 µM; hits with a dose series show IC50 in µM. 340,000 compounds, 0.02% hits;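 active means phage lysis inhibition, versus mean bacterial control, above a set limit; inconclusive means no clear call, values can overlap the other calls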;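 further: capsule biogenesis inhibitors block K1F phage lysis so surviving cells raise fluorescence; higher fluorescence means more inhibition of phage lysis; actives were called in the ten point dose series up to 300 µM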
RSV antiviral HEp-2: inhibition of RSV-induced cytopathic effect – HEp-2 cells, primary 10 µM value included (AID 2391). CPE inhibition, % at 10 µM, or IC50 in µM where a hit was titrated. HEp-2 cells, RSV-induced CPE inhibition; higher % means a stronger effect. 310,000 compounds, 0.13% hits; in the data active means a potency from the dose series; inconclusive means CPE inhibition mostly from about 23% at the one dose, without a potency; inactive means the rest, 99 in 100 with CPE inhibition below about 21%; further: strong numbers were not always called active
Dengue-2 NS5 capping: flavivirus cap methylation enzyme inhibition – biochemical, confirmation dose response, primary screen (AID 588689). 340,000 compounds, 0.3% hits. Dengue-2 NS5 methyltransferase capping enzyme assay, biochemical; higher % means a stronger effect. inhibition, % at 25 µM; hits with a dose series show IC50 in µM; in the data active means a potency from the dose series; inconclusive means inhibition above about 29% without an active follow-up result
T cell modulator vesicle-bound %: further read-out of T cell modulator, marked with its call; double positive events, %; measured here: CD8+ vesicle-bound cell fraction;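 binding gate set so that unloaded-vesicle control wells show 10% double positive cells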
NTR1 agonist cell count 20 µM: also measured in NTR1 agonist; calls as there; cell count; measured here: cell count, cytotoxicity flag
Dengue-2 NS5 capping pilot replicate: second read-out of Dengue-2 NS5 capping, no call of its own (marks repeat the call); inhibition, %; measured here: pilot screen replicate inhibition
* hit, by the source's call; i = inactive; ? = inconclusive; . = no result given; [ ] = remark or other dose. Compounds were not picked by outcome; 1.5% or so of the library scored in one or more.

SMILES	PhoP inhibition	Large T inhibition	MgcRacGAP inhibition	T cell modulator	T cell modulator vesicle-bound %	West Nile antiviral	NTR1 agonist	NTR1 agonist cell count 20 µM	K1F lysis inhibition	RSV antiviral HEp-2	Dengue-2 NS5 capping	others
CCn1cc([N+](=O)[O-])c(C(=O)NCc2ccc3c(c2)OCO3)n1	-1%	7%	4%	i	44	0.8%	0.0	65	-0.1%	2.9%	-6%
COCCCNC(=O)c1ccc(-n2nc(C(F)(F)F)cc2-c2cccs2)cc1	-5%	6%	4%	i	26	1.5%	-0.4	97	1.9%	2.4%	-5%
CC(C)(C)NC(=O)C(c1ccsc1)N(CCc1ccccc1)C(=O)Cn1nnc2ccccc21 (centres undefined)	-9%	1%	8%	i	41	-0.6%	0.5	63	0.0%	-0.9%	-6%
c1ccc(-c2cn3nc(-c4ccccc4)cnc3n2)cc1	-31%	20%	7%	i	40	-0.1%	.	.	0.2%	0.9%	-5%
CC1(C)CC(=O)c2cc(C(=O)NNc3ccccc3)c(=O)n(-c3ccccc3)c2C1	-6%	18%	8%	i	50	-0.5%	0.0	48	-0.1%	-3.4%	1%
O=C1CC(c2cccc([N+](=O)[O-])c2)c2cc3c(cc2N1)CCC3 (centres undefined)	-4%	8%	10%	i	48	-1.9%	4.1	60	-0.7%[50 µM]	3.8%	-2%
O=C(CN1CCCCC1)NCC1(c2ccccc2)CCCC1	.	.	-1%	i	35	-1.2%	0.8	86	0.3%	-0.9%	-6%
Cc1ccc(Oc2cc(N3CCOCC3)nc(-c3ccccc3)n2)cc1	-3%	13%	17%	i	48	1.7%	9.5	42	0.5%	0.8%	-2%
COC(=O)c1ccc(COc2ccccc2/C=N/NC(N)=O)o1	-2%	7%	.	i	32	0.0%	2.2	58	.	-0.3%	.
Cc1cc(SCCC(=O)O)nc2ccccc12	.	.	12%	i	18	0.2%	0.5	42	-0.6%	0.8%	-9%
O=C(Nc1ccc(CN2CCOCC2)cc1)c1cc2ccccn2n1	2%	8%	16%	i	15	-0.1%	1.6	82	-1.3%	0.3%	0%
C/C(=N\NC(=O)c1ccc(-n2cnnn2)cc1)c1ccc(C)cc1	.	.	-4%	i	39	.	-0.2	58	0.6%[50 µM]	0.9%	1%
CC(/C=C/c1ccc2c(c1)OCO2)=N/NC(=O)C1COc2ccccc2O1 (centres undefined)	3%	14%	.	i	46	-0.5%	-1.2	52	.	0.8%	.
CN1CCCN(C(=O)CC(c2ccccc2)c2ccccc2)CC1	3%	21%	2%	i	54	-0.5%	1.3	108	-0.3%	-0.6%	-6%
O=C(CN1C(=O)/C(=C\c2cccs2)SC1=S)Nc1cccc(C(=O)O)c1	-19%	21%	-1%	i	52	0.8%	-0.2	68	0.7%	-0.4%	6%
COc1ccc(-c2cc(C(F)(F)F)n3nc(C(=O)N(C)Cc4ccccc4)cc3n2)cc1OC	6%	2%	11%	i	34	1.0%	9.0	67	0.0%	0.2%	7%
COc1cccc(C(=O)C2CCCN(Cc3cccc(-n4nc(C)cc4C)c3)C2)c1 (centres undefined)	12%	1%	9%	i	58	-0.7%	3.2	84	0.3%	0.0%	3%
Cc1ccc(-c2noc(CSc3nnc(CCc4ccccc4)n3-c3ccccc3)n2)cc1	6%	4%	-3%	i	52	0.3%	14	55	0.9%	5.5%	-5%
O=C(NC1CCCCCC1)C1c2ccccc2C(=O)N1C1CC1 (centres undefined)	1%	-1%	10%	i	21	0.0%	0.1	56	1.6%	2.0%	2%
O=C(O)c1ccc(N2CCCCC2)cc1	10%	6%	3%	i	26	0.8%	1.9	77	-0.2%	1.9%	3%	Dengue-2 NS5 capping pilot replicate=0.6
CCOC(=O)N1CCN(C(=O)C2CCN(c3nnc(-n4cccc4)s3)CC2)CC1	.	.	7%	i	43	-0.7%	-1.0	59	4.2%	0.5%	-8%
O=C(CSc1nnc(Nc2ccccc2)s1)Nc1cccc(S(=O)(=O)N2CCCCC2)c1	4%	1%	6%	i	43	-0.2%	5.4	48	3.5%	17%	-6%
C#CCOCCOCCOCCNc1nc(N2CCOCC2)nc(N2CCN(C(=O)[C@H](Cc3cc4ccccc4[nH]3)n3cc([C@@H](N)CC(C)C)nn3)CC2)n1	-4%	1%	4%	.	.	0.1%	1.8	52	0.2%	-0.4%	-10%
CSc1ccc(N=Nc2c(C)[nH]n(C)c2=O)cc1	-6%	26%	20%	i	32	0.1%	-0.2	42	0.9%	0.8%	10%
CN=C(c1ccccc1)c1c(C)cccc1C	7%	5%	3%	i	37	0.4%	1.5	65	0.1%	0.5%	-4%
CCOc1c2ccoc2nc2c(OC)c(OC)ccc12	-3%	9%	8%	i	41	18%	-0.3	63	-0.7%	0.3%	-2%
CC(OC(=O)c1ccncc1)C(=O)Nc1cccc(Cl)c1 (centres undefined)	-13%	0%	9%	i	42	-0.1%	0.3	42	0.2%	2.0%	0%
COc1cc(OC)cc(N2CCN(S(=O)(=O)c3ccc(-n4cnnn4)cc3)CC2)c1	-8%	7%	9%	i	5	-0.5%	0.7	63	0.6%	0.3%	-4%
CCC(=O)c1ccc(OCC(O)CN2CCN(c3ccc(F)cc3)CC2)cc1 (centres undefined)	-4%	19%	3%	i	36	0.0%	-0.3	97	0.7%	-0.1%	-4%	Dengue-2 NS5 capping pilot replicate=-1.5
CNc1oc(Cc2ccccc2)nc1S(=O)(=O)c1ccc(Cl)cc1	1%	3%	-8%	.	.	0.5%	0.7	54	1.0%	0.7%	7%
Cc1ccc2c(c1)c(-c1csc(N)n1)c(C)n2C	22%	20%	.	i	52	-0.5%	0.1	66	0.1%	3.7%	7%
CCN1C(=O)N(CC)C(O)(c2ccccc2)C1(O)c1ccccc1 (centres undefined)	-3%	6%	6%	i	40	-0.1%	0.4	49	3.4%	1.2%	-7%
O=C(Cn1cncn1)NCCC(c1ccccc1)c1ccccc1	-3%	5%	6%	i	50	-0.5%	3.4	64	0.1%	-0.5%	-10%
Cc1cc(Nc2nn(C)c(N)c2C#N)ccc1F	-10%	8%	-5%	i	63	-0.7%	-1.9	77	0.7%	0.9%	.
O=C(CN(C(=O)c1csnn1)c1ccc(F)c(Cl)c1)NCc1ccccc1	-1%	4%	8%	i	20	-0.9%	-0.1	39	0.0%	-0.1%	-7%
Cc1ccc(CC(=O)NC2CCN(Cc3ccccc3)CC2)cc1	2%	8%	8%	i	60	-0.7%	2.2	65	0.4%	0.1%	-7%
COc1cccc(/C=C/C(=O)c2ccc[nH]2)c1	2%	7%	3%	i	63	.	0.8	81	1.6%	-0.4%	-11%
C/C(CC(=O)Nc1cccc2c1CCCC2)=N\NC(=O)COc1ccccc1	-1%	8%	7%	i	49	0.7%	-3.3	69	1.7%	2.5%	-4%
O=C(c1ccc2c(c1)OCO2)N1CCC2(CC1)Oc1ccc(F)cc1C(=O)C21CC(c2ccccc2)=NO1 (centres undefined)	-3%	11%	6%	i	13	-0.2%	-1.7	83	1.0%	3.8%	9%
CCOc1ccccc1OCCn1nnc2ccccc21	2%	14%	4%	i	29	-1.1%	-2.0	105	0.7%	1.6%	-8%
Cc1c(Cl)cccc1NC(=O)CSc1nnnn1C	.	.	3%	i	49	.	-1.3	61	0.6%[50 µM]	.	-3%
CCCOc1ccc(CSCCNC(=S)Nc2ccccc2)cc1	6%	-3%	8%	i	33	-1.2%	15	68	1.5%[50 µM]	-0.9%	-3%
Cc1ccc(-c2[nH]nc(N)c2N=Nc2cccc(Cl)c2C)cc1	-7%	2%	10%	.	.	2.1%	.	.	-0.4%	.	2%
COCCCNC(=O)c1cc(C(=O)Cc2ccccc2)c[nH]1	8%	0%	9%	i	28	0.3%	1.0	37	0.1%	1.6%	2%
Cc1ccc(S(=O)(=O)NCC(=O)NCC(=O)OCc2c(F)cccc2Cl)cc1	2%	26%	3%	i	45	0.0%	2.4	31	0.7%	-1.0%	2%
Cc1sc2ncnc(Nc3ccc(O)cc3)c2c1C	-9%	23%	39µM*	i	21	-0.7%	1.9	60	-0.6%	0.1%	2%
O=C(c1ccc(N2CCN(C(=O)c3ccccc3Br)CC2)cc1)c1cccc(F)c1	10%	-2%	2%	i	8	-0.4%	9.5	65	-0.1%	-0.1%	-7%
CCOC(=O)C1=C(C)c2ccccc2N(C(=O)OC)C1(C)C(=O)OCC (centres undefined)	.	.	7%	.	.	.	1.3	49	0.1%	.	-2%	Dengue-2 NS5 capping pilot replicate=1.5
CCOc1ccc(OCC)c(NC(=O)CN2CCN(CC)CC2)c1	-3%	6%	?	i	58	-0.3%	-0.5	65	-0.2%	1.2%	-2%
COc1ccc(-c2c(C(F)(F)F)nn(C)c2NC(=O)CSCC(=O)O)cc1	-3%	14%	.	i	31	0.2%	-0.4	54	.	.	.
CC(OC(=O)c1cccc(Cl)c1)C(=O)NC1CCCCC1C (centres undefined)	-1%	27%	6%	i	36	0.1%	-0.4	55	0.2%	17%	-5%
O=S(=O)(c1ccc(Cl)s1)N1CCC(Cc2ccccc2)CC1	-4%	7%	3%	i	10	0.3%	2.8	69	-2.7%	-0.1%	-9%
Cc1cc(N2C(=O)C(O)=C(C(=O)c3ccc(C)o3)C2c2cccs2)no1 (centres undefined)	-6%	16%	7%	i	23	0.2%	0.2	46	3.1%	1.3%	-4%
COc1ccc(N2C(=O)C(CN3CCN(C)CC3)C2c2ccccc2)cc1 (centres undefined)	-8%	11%	6%	i	12	0.1%	-1.0	32	0.2%	-3.5%	2%
Cc1cc(C)c(C)c(S(=O)(=O)N[C@@H](C)C(=O)OC(C)C(=O)NC(N)=O)c1C (some centres undefined)	.	15%	9%	i	40	0.2%	2.1	45	0.4%	-0.1%	-8%
COc1cc(/C=N/n2cnnc2)ccc1OC(=O)c1ccco1	5%	25%	17%	i	26	0.9%	-0.7	76	0.5%	2.1%	-2%
